# Rac1 GTP hydrolysis – MgcRacGAP GTPase-activating activity inhibitors, confirmation, biochemical, ADP Hunter fluorescence; MgcRacGAP-stimulated Rac1 GTP hydrolysis, ADP Hunter fluorescence; higher % means a stronger effect; GST-tagged Rac1 F28L mutant substrate; one-dose inhibition, % at 30 µM; IC50 in µM for titrated hits; 0.6% of 340,000 active; AID 624330;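 active = first-screen hits whose inhibition reached a set limit at any dose in the follow-up dose series; inconclusive = inhibition above the set first-screen limit but never retested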;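 note: fluorescence reports GDP produced by GAP-driven GTP hydrolysis; strong numbers were not always called active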
# K1F lysis inhibition – inhibition of K1F phage lysis, E. coli UTI89, bacterial capsule biogenesis inhibitors, alamar blue (AID 488966) | E. coli UTI89 K1F phage lysis, alamar blue, 2 h; higher % means a stronger effect | inhibition, % at 100 µM; hits with a dose series show IC50 in µM | 0.02% of 340,000 active;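 active = phage lysis inhibition, versus mean bacterial control, above a set limit; inconclusive = no clear call, values can overlap the other calls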;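 note: capsule biogenesis inhibitors block K1F phage lysis so surviving cells raise fluorescence; higher fluorescence means more inhibition of phage lysis; actives were called in the ten point dose series up to 300 µM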
# PhoP inhibition – PhoP-dependent GFP reporter repression – Salmonella Typhimurium, primary screen (AID 1863); S. Typhimurium PhoP-regulated promoter GFP reporter, 4 h; higher % means a stronger effect; one-dose inhibition, % at 50 µM; IC50 in µM for titrated hits; 0.16% of 300,000 active;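 active = inhibition over 29.93%, a cutoff 3 SD above the screen mean, later confirmed by dose response; inconclusive = inhibition over 29.93% but no dose response follow-up; inactive = inhibition at most 29.93% or unconfirmed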;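 note: 0% = low Mg2+ inducing control and 100% = high Mg2+ repressing control; strong numbers were not always called active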
# Large T inhibition – SV40 large T antigen inhibitors, biochemical (AID 1903); SV40 large T antigen ATPase/helicase inhibition assay; higher % means a stronger effect; inhibition, % at 20 µM, or IC50 in µM where a hit was titrated; 0.39% of 310,000 active; in the data active = a potency from the dose series; inconclusive = inhibition mostly from about 32% at the one dose, without a potency; inactive = the rest, 99 in 100 with inhibition below about 32%; note: strong numbers were not always called active
# RSV antiviral HEp-2 – RSV antiviral activity via CPE protection, HEp-2 cells, primary 10 µM value included (AID 2391) | HEp-2 cells, RSV-induced CPE inhibition; higher % means a stronger effect | CPE inhibition, % at 10 µM; hits with a dose series show IC50 in µM | 0.13% of 310,000 active; in the data active = a potency from the dose series; inconclusive = CPE inhibition mostly from about 23% at the one dose, without a potency; inactive = the rest, 99 in 100 with CPE inhibition below about 21%; note: strong numbers were not always called active
# West Nile antiviral – inhibition of WNV-induced cytopathic effect – cell-based, CPE readout (AID 1621) | West Nile virus-infected cells, CPE inhibition; higher % means a stronger effect | CPE inhibition, % at 10 µM; hits with a dose series show IC50 in µM | 0.02% of 290,000 active; in the data active = a potency from the dose series; inconclusive = CPE inhibition mostly from about 3.7% at the one dose, without a potency; inactive = the rest, 99 in 100 with CPE inhibition below about 2.2%; note: strong numbers were not always called active
# Dengue-2 NS5 capping – flavivirus cap methylation enzyme inhibition – biochemical, confirmation dose response, primary screen (AID 588689); Dengue-2 NS5 methyltransferase capping enzyme assay, biochemical; higher % means a stronger effect; inhibition, % at 25 µM, or IC50 in µM where a hit was titrated; 0.3% of 340,000 active; in the data active = a potency from the dose series; inconclusive = inhibition above about 29% without an active follow-up result
# NTR1 agonist – agonists of NTR1, primary screen, imaging, U2OS cells, beta-arrestin-GFP, high content (AID 493036); P30989; NTR1-U2OS beta-arrestin-GFP spot imaging, agonist mode; 0.17% of 330,000 active; activation, % at 20 µM;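 active = activation at or above 40% of the spot to cytoplasm intensity ratio, with at least 20 cells analyzed; inconclusive = wells under 20 cells, flagged as cytotoxic or low count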;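 note: 0% = DMSO without peptide and 100% = 100 nM NTR1 peptide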
# Target sequence (P30989 whole entry, looked up): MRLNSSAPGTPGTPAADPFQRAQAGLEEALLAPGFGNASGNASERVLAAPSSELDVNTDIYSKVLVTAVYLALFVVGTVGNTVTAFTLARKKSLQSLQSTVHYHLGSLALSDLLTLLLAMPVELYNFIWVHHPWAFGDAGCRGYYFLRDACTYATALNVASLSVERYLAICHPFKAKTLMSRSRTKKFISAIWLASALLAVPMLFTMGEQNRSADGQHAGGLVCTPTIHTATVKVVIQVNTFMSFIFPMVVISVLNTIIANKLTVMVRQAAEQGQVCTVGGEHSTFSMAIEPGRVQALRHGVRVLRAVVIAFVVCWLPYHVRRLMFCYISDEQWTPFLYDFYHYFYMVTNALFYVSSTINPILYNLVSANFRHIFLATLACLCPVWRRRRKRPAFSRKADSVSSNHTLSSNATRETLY
# T cell modulator – modulates CD8 T cell binding to vesicles; calls only at 7 µM; AID 2052; 0.068% of 330,000 active; 2C CD8+ T cell-vesicle binding, flow cytometry; hits give low values;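 active = response, share of CD8 T cells binding vesicles, and their 90th percentile fluorescence all below set limits, cut at about 80% in these data, passing the limit was not always enough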
#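 Incubation: binding step 1.5 h, 37 °C, antibody labelling 20 min, ice; system: murine 2C transgenic CD8+ T lymphocytes; technique: cytometric PE anti-B7-1 and Alexa647 anti-CD8 signals after 1% paraformaldehyde fixation; also added: QL9-charged Drosophila Ld/ICAM-1/B7-1 vesicles; control set: naked versus QL9-loaded vesicles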
# T cell modulator vesicle-bound % – second read-out of T cell modulator, no call of its own (marks repeat the call); double positive events, %; measured here: CD8+ vesicle-bound cell fraction;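 binding gate set so that unloaded-vesicle control wells show 10% double positive cells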
# NTR1 agonist cell count 20 µM – also measured in NTR1 agonist; calls as there; cell count; measured here: cell count, cytotoxicity flag
# Dengue-2 NS5 capping pilot replicate – further read-out of Dengue-2 NS5 capping, marked with its call; inhibition, %; measured here: pilot screen replicate inhibition
# * = called active by the depositor; i = inactive; ? = inconclusive; · = not tested or not shown; [ ] = remark or other dose.
SMILES,Rac1 GTP hydrolysis,K1F lysis inhibition,PhoP inhibition,Large T inhibition,RSV antiviral HEp-2,West Nile antiviral,Dengue-2 NS5 capping,NTR1 agonist,NTR1 agonist cell count 20 µM,T cell modulator,T cell modulator vesicle-bound %,others
Cc1sc(Cc2nc(O)cs2)nc1-c1ccccc1,·,·,-8%,14%,5.0%,-0.4%,·,0.9,49,i,56,
CN(CC(=O)Nc1ccc(OC(F)(F)F)cc1)C(=O)Cc1c(Cl)cccc1Cl,10%,0.7%,4%,4%,?,-0.6%,-2%,2.2,41,i,16,
Cc1cccc(N2CCN(C(=O)c3c(-c4ccccc4)noc3C)CC2)c1C,2%,0.3%,-3%,9%,2.1%,-1.0%,-7%,8.1,56,i,20,
CC(C)N(Cc1cnn(C)c1)Cc1nc(COc2ccccc2)no1,4%,-3.4%,2%,11%,-0.2%,-0.2%,1%,-0.3,85,i,63,
COc1cc(C(=O)OCC(=O)NCC2CCCO2)cc(OC)c1OC (centres undefined),6%,0.7%[50 µM],·,·,·,·,-2%,-2.2,60,i,53,
CCNC(=O)c1ccc(=O)n(Cc2ccc(Cl)cc2Cl)c1,8%,1.0%,·,10%,0.1%,·,-5%,0.6,45,i,38,
COc1ccc(OC)c(NC(=O)CC2SC(=Nc3ccc(F)cc3)N(CCC3=CCCCC3)C2=O)c1 (centres undefined),0%,3.5%,0%,3%,3.7%,-1.7%,-1%,6.2,38,i,41,
CCN(C(=O)COC(=O)CCc1ccccc1OC)c1c(N)n(Cc2ccccc2)c(=O)[nH]c1=O,10%,0.6%[50 µM],3%,3%,-1.1%,·,0%,1.0,61,i,34,
Cc1c(NC(=S)N/C(=N/S(=O)(=O)c2ccc(Cl)cc2)c2ccccc2)c(=O)n(-c2ccccc2)n1C,13%,-0.1%[50 µM],-22%,3%,3.2%,-0.5%,6%,1.6,72,i,37,
CCOC(=O)NC(NCCc1ccccc1)(C(F)(F)F)C(F)(F)F,-3%,-0.2%,8%,19%,-0.1%,0.2%,-2%,-0.5,48,i,29,
CCSc1nc2sc3c(c2c(=O)[nH]1)CC(C)(C)OC3,5%,0.0%,0%,10%,1.9%,-0.6%,-3%,4.5,50,i,51,
CCN(CC(=O)Nc1ccccc1C(F)(F)F)C(=O)Cc1sc(C)nc1-c1ccc(F)cc1,3%,0.3%[50 µM],6%,13%,-2.8%,·,-6%,1.0,50,i,29,
CN1CCSc2ccc(C(=O)NCc3ccccc3F)cc21,9%,2.9%,·,5%,2.9%,-0.8%,-10%,-0.9,51,i,32,
O=C(Cn1cnc2c(NCc3ccccc3)ncnc21)NCc1ccc2[nH]ccc2c1,8%,1.6%,·,·,·,·,7%,-1.1,61,·,·,
COc1ccc(CC(=O)NN2C(=O)c3ccccc3C2=O)cc1,2%,0.8%[50 µM],0%,11%,0.4%,-0.1%,-5%,2.0,59,i,49,
O=C(Cc1csc(-c2ccccc2)n1)NCc1ccccc1F,·,·,-5%,4%,5.8%,-0.6%,·,-0.6,47,i,7,
Nc1c(C(=O)NCc2ccc3c(c2)OCO3)nnn1Cc1cccc(F)c1,8%,-0.1%[50 µM],-9%,2%,-1.4%,-0.2%,-5%,1.7,45,i,38,
COc1ccc(NC(=O)c2cc(-c3cccs3)on2)c(OC)c1,6%,0.1%,5%,-2%,0.7%,0.1%,2%,2.6,60,i,13,
O=C(CCNS(=O)(=O)c1cccc2nonc12)NCc1cccs1,8%,0.5%,10%,-1%,3.8%,-0.4%,-1%,-0.1,80,i,57,
Cn1c(=O)c2c(SCC(=O)NCC3CCCO3)nc(CC(C)(C)C)nc2n(C)c1=O (centres undefined),7%,0.1%,1%,22%,3.6%,-0.4%,2%,1.7,61,i,70,
COC(=O)c1c(-c2ccc(C)cc2)csc1NC(=O)c1c(-c2ccccc2)noc1C,·,·,-21%,10%,46%,0.3%,·,1.3,42,i,26,
COC(=O)c1ccc(C(=O)NN)cc1,·,·,-1%,10%,0.3%,-0.3%,·,1.2,63,i,46,
O=S(=O)(CCc1nc2ccccc2o1)c1ccc2ccccc2c1,9%,-0.2%,0%,16%,5.2%,0.2%,-3%,0.5,50,i,23,
O=C(NCc1ccccc1)c1ccc(CN2CCC(Cc3ccccc3)CC2)cc1,5%,2.5%[50 µM],8%,5%,-0.3%,0.2%,-2%,-0.3,73,i,22,
O=C(Nc1nc2ccccc2c(=O)s1)c1ccco1,-5%,-1.7%,7%,-2%,6.9%,0.2%,-30%,1.3,55,i,19,
CCCCC(NC(=O)c1ccc(C#N)cc1)C(=O)NCCC (centres undefined),7%,-1.4%,·,·,-0.4%,·,0%,-0.1,64,i,22,
O=C(Cn1ncc2c3ccccc3n(Cc3ccccc3)c2c1=O)NCCCN1CCCC1,-1%,0.2%,-9%,7%,-0.4%,?,-10%,1.7,60,i,35,
CCN(CC)S(=O)(=O)c1ccc(OC)c(NC(=S)Nc2ccc(C)c(C)c2)c1,-5%,2.3%[50 µM],2%,2%,?,-0.8%,-8%,3.1,29,i,19,
CCCCNC(=O)[C@@H]1CSC2c3ccc(OC)c(OC)c3C(=O)N21 (some centres undefined),7%,-0.8%[50 µM],3%,4%,0.8%,-0.1%,-5%,0.6,52,i,32,
N#C/C(=C\Nc1ccc(Cl)cn1)S(=O)(=O)c1ccccn1,5%,0.0%,-9%,4%,0.8%,0.0%,5%,0.4,33,i,39,
O=C1NC[C@H](Cc2ccccc2)N(CC2CCCCC2)C1=O,10%,0.4%,-2%,4%,0.6%,0.0%,-1%,-2.9,95,i,39,
Cc1ccc2c(c1)c1nnc(SCC(=O)N3CCCc4ccccc43)nc1n2CC(=O)O,8%,-0.6%,1%,1%,-0.8%,0.2%,-4%,1.5,47,i,32,
CC(=O)Nc1cccc(NC(=O)c2cccc(OCc3ccccc3)c2)c1,·,-0.2%,-1%,4%,17%,-0.1%,-8%,2.7,87,i,10,
CCOC(=O)CCc1c(C)c(C#N)c2nc3ccccc3n2c1-n1ccnc1,-1%,0.4%,5%,-6%,0.6%,0.0%,2%,0.6,49,i,21,
CCCC(=O)Nc1ccccc1NC(=O)C1CCCCC1,2%,0.9%,-8%,0%,4.5%,0.3%,-3%,-1.8,67,i,28,Dengue-2 NS5 capping pilot replicate=-0.6
Cc1ccc(S(=O)(=O)/N=C2/NC(=O)/C(=C\c3ccco3)S2)cc1,15%,-1.2%,-6%,59%,1.0%,·,9%,-0.1,47,i,30,
COc1cccc(NC(=O)CCNC(=O)C2CCN(S(=O)(=O)c3ccc(F)cc3)CC2)c1,-7%,0.0%,-2%,19%,0.0%,-0.1%,-9%,1.2,67,i,37,
Cc1cccc(NC(=S)NC(=O)c2cc(-c3ccccc3)nc3ccccc23)c1,11%,-2.1%,-3%,21%,2.5%,-0.2%,-3%,2.4,65,i,43,
O=C1N2CN(C(c3ccccc3)c3ccccc3)CN=C2SC1(CO)CO,5%,0.0%,7%,6%,1.0%,-0.2%,-1%,1.2,68,i,52,
C(#Cc1ccc(C#CCN2CCCC2)cc1)CN1CCCC1,10%,0.6%,1%,0%,·,·,-2%,-1.5,60,·,·,
CC(NC(=O)c1cccc(S(=O)(=O)N(C)C)c1)C1CC2CCC1C2 (centres undefined),3%,0.2%,9%,1%,0.8%,-1.3%,2%,-0.6,58,i,21,
COCCn1nnnc1C(c1ccc2ncccc2c1)N1CCc2ccccc21 (centres undefined),5%,-0.5%[50 µM],-9%,-2%,11%,-0.3%,-1%,0.7,55,i,38,
Cc1cccc(C)c1NC(=O)NC1(C(=O)NCCN2CCOCC2)CCCCC1,-2%,2.1%,2%,-2%,0.6%,0.5%,1%,0.1,54,i,40,
COc1cc(O)c(C(CC(=O)N2CCOCC2)c2cc(OC)c(OC)c(OC)c2)c(OC)c1 (centres undefined),11%,1.0%,0%,·,·,0.8%,-5%,0.0,78,·,·,
CCC(=O)O/N=C(\N)c1ccc(Oc2cc(C)c(Cl)c(C)c2)c([N+](=O)[O-])c1,5%,0.9%,-12%,11%,·,0.5%,0%,0.8,47,i,34,
CCc1ccc(N2CC(C(=O)OCC(=O)Nc3ccccc3C)CC2=O)cc1 (centres undefined),1%,-0.1%[50 µM],·,·,2.9%,·,-3%,0.3,81,i,31,
COc1ccc(-n2ccc(=O)c(C(=O)Nc3ccc(S(=O)(=O)Nc4nccs4)cc3)n2)cc1,-8%,-0.1%,1%,9%,1.6%,0.2%,-6%,-0.5,59,i,23,
O=C(CNC(=O)c1cccc(F)c1)N/N=C/c1cc(Br)ccc1OC(=O)/C=C/c1ccco1,10%,0.0%,-1%,4%,·,-1.3%,-5%,·,·,·,·,
CCN(CC(=O)Nc1cccc(OC)c1)C(=O)c1ccc(C)s1,6%,-0.5%,23%,10%,1.1%,-0.8%,2%,-1.5,70,i,51,
O=C(Nc1ccccc1NC(=O)c1ccccc1F)c1ccccc1F,8%,-0.1%,-5%,7%,0.5%,1.4%,9%,-0.1,41,i,48,
CC(C)N(C(=O)COC(=O)c1cccc(S(=O)(=O)N2CC3(C)CC2CC(C)(C)C3)c1)C(C)C (centres undefined),3%,-0.1%[50 µM],·,·,·,·,9%,0.8,64,·,·,
Cc1ccc(N2CCN(C(=S)c3ccc(-c4cccc([N+](=O)[O-])c4)o3)CC2)cc1,5%,0.3%,-10%,12%,9.1%,-1.4%,-3%,2.4,76,i,43,
CCC1(c2ccccc2)NC(=O)N(CC(=O)NC2CCCC2)C1=O (centres undefined),3%,0.5%[50 µM],·,·,·,·,3%,1.1,59,·,·,

# From PubChem BioAssay
